Wnt act: activators of Wnt/beta-catenin signaling; Wnt/beta-catenin reporter cell assay, activator, plate reader; activation, % at 9.35 µM; 300,000 tested, 1.2% active; AID 743398; in the data active means activation above about 30%, passing the limit was not always enough;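 further: 0% = neutral control wells and 100% = positive control wells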
Tat export inh: E. coli Tat transport inhibition; AID 488895; inhibition, % at 10 µM; E. coli MC4100 TorA-mCherry Tat export, fluorescence; 340,000 tested, 0.036% active;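 active means mean replicate inhibition at least 50% and at least half of replicates individually reaching 50%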;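 further: exported cargo escapes ClpAP degradation while cytoplasmic cargo is degraded and loses fluorescence; 0% = median of neutral control wells and 100% = median of NaSCN control wells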
SR-BI DiI-HDL act: SR-BI HDL lipid transfer activation | AID 504775 | activation, % at 12.5 µM | CHO ldlA[mSR-BI] cells, DiI-HDL uptake fluorescence, 3 h; 100 = double the neutral-control signal | 320,000 tested, 0.096% active;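 active means mean replicate activation of at least 60% and every replicate at or above 60%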;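 further: 0% = median plate neutral-control signal and 100% = twice that signal; values of inactives mirror those of a sister screen read the other way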
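Test system: SR-BI-overexpressing, LDLR-lacking CHO cells. Measured by: DiI fluorescence, bottom read. Medium: Ham's F12 with 0.5% BSA, HEPES 25 mM, pH 7.4. Timing: 3 h uptake period with compound, 37 °C.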
MITF TRPM1 HTS: MITF TRPM1 promoter activation in melanoma cells. activation, % at 12.5 µM. SK-MEL-5 TRPM1-promoter luciferase, 24 h; % of positive control, neutral wells = 0. AID 588334. 300,000 tested, 0.75% active;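 active means mean activation of at least 80% with every replicate also reaching 80%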;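 further: 0% = neutral control wells and 100% = parthenolide positive control wells; values of inactives mirror those of a sister screen read the other way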
CAL PDZ FP-1: blocks peptide binding to the human CAL PDZ domain; Q9HD26; purified CAL PDZ, TMR-peptide fluorescence polarization, 1 h; inhibition, % at 24.9 µM; 300,000 tested, 0.92% active; AID 602252;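 active means mean inhibition of at least 30% with at least half of replicates also reaching 30%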;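 further: 0% = DMSO neutral control and 100% = excess unlabeled competitor peptide PRC23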
CAL PDZ FP-2: human CAL PDZ-peptide interaction inhibition | AID 504414 | purified CAL PDZ, TMR-peptide fluorescence polarization, 1 h | 330,000 tested, 0.02% active | Q9HD26 | inhibition, % at 20 µM;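 active means highest replicate inhibition of at least 40%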;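 further: plate controls were DMSO neutral control wells for no effect and unlabeled competitor peptide control wells for full effect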
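Assay system – tagged CAL PDZ protein CerCALP, purified · Timing – 1 h at RT · Compound – single point, 20 µM · Measured by – fluorescence polarization from S- and P-plane intensities, G-factor corrected · Evaluation – inhibition from polarization loss · Probe or stimulus – TMR reporter peptide T*-PRC34 · Buffer or medium – pH 7.4 phosphate-saline buffer, reducing agent, detergent, IgG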
E coli growth: counter-screen for AddAB inhibitors: E. coli growth inhibition. E. coli V3065 growth, OD600 absorbance, 18 h. inhibition, % at 11.9 µM. 330,000 tested, 0.27% active;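 active means inhibition above the campaign's mean inhibition across all tested compounds plus 3 SD, cut at about 9.9% in these data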;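 further: uninfected addAB+ strain grown without phage in ampicillin broth; 0% = DMSO wells and 100% = ciprofloxacin 0.95 µg/ml wells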
SR-BI DiI inh: inhibitors of mouse SR-BI mediated HDL lipid uptake. AID 488896. Q61009. inhibition, % at 12.5 µM. ldlA[mSR-BI] CHO cells, DiI-HDL uptake fluorescence, 3 h. 320,000 tested, 0.96% active;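 active means mean replicate inhibition of at least 70% and a set share of replicates each scoring 70 or more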;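 further: 0% = median of neutral control wells and 100% = median of positive control wells; values of inactives mirror those of a sister screen read the other way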
Target sequence (Q61009 whole entry, looked up): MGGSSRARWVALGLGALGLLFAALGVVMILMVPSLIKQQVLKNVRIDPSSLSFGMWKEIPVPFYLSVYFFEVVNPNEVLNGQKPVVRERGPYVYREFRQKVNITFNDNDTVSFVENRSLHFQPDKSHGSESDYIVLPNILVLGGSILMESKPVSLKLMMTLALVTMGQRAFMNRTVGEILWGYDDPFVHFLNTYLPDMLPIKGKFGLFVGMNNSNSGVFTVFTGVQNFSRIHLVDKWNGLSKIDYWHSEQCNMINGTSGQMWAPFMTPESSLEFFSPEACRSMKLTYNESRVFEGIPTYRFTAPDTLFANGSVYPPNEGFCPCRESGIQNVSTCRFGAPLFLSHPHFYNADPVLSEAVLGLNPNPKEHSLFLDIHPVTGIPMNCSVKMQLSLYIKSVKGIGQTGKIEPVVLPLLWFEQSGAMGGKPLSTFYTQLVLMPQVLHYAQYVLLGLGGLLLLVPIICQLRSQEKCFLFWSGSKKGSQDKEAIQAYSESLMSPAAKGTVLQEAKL
AddAB inh: less growth of phage-infected E. coli with AddAB; AID 435030; 330,000 tested, 0.29% active; E. coli expressing H. pylori AddAB, absorbance growth; inhibition, % at 11.9 µM; in the data active means inhibition above about 12%;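 further: 0% = vehicle wells of infected cells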
phage Ecoli inh: E. coli growth loss with phage present | growth absorbance | inhibition, % at 11.9 µM | 360,000 tested, 0.26% active; in the data active means inhibition above about 11%
Numbers without * were called inactive; nt = no result given.

SMILES	Wnt act	Tat export inh	SR-BI DiI-HDL act	MITF TRPM1 HTS	CAL PDZ FP-1	CAL PDZ FP-2	E coli growth	SR-BI DiI inh	AddAB inh	phage Ecoli inh
Cc1c(C(=O)N2CCN(Cc3ccccc3)CC2)oc2c1C(=O)CCC2	-1	-2	-48	5	-2	-2.6	0.8	48	4.9	7.3
CCc1cccc(Nc2cc(C)nc3nc(C)nn23)c1	2	-5	12	-3	-2	-1.1	-1.4	-12	0.8	2.7
O=C(CCCc1nc2ccccc2s1)Nc1ccc(N2CCOCC2)cc1	-2	-7	-14	-17	0	-2.6	-1.1	14	-0.9	2.4
CCOC(=O)C1CCN(C(=O)CN(c2cccc(OC)c2)S(=O)(=O)c2ccccc2)CC1	nt	-1	8	1	0	-1.1	2.6	-8	3.1	2.7
Cc1ccc(CNC(=O)N2CCN(c3ccc(C)cc3)CC2)cc1	1	3	-12	5	-9	nt	2.9	12	6.5	3.8
COc1cccc(/C=N/c2sc(Cc3ccccc3)c(C)c2C(N)=O)c1O	nt	-3	3	-5	-1	-1.7	0.6	-3	-1.2	3.2
CCn1nc(C)c(C(=O)Nc2cc(Oc3ccc(Cl)cc3)cc([N+](=O)[O-])c2)c1C	nt	11	-6	8	nt	-2.1	-0.2	6	-2.1	-0.4
O=C(NN1CCCCC1)c1ccc(COc2ccc(Cl)cc2)cc1	4	0	-13	10	5	-2.6	1.4	13	-0.3	4.3
CC(=O)Nc1ccc(NC(=O)c2cc(=O)c3ccc(C)cc3o2)cc1	0	6	-21	nt	4	-3.1	-2.5	21	-0.3	-1.9
O=C(C1CCC(=O)N(C2CCCC2)C1)N1CCN(Cc2cccc(F)c2)CC1 (centres undefined)	0	-3	-8	8	-1	-0.1	-0.8	8	0.9	-1.7
COc1ccc(C(=O)NCCc2ccc(F)cc2)cc1OC	3	-4	-2	12	-6	-1.5	0.4	2	-0.1	-1.6
Cn1cnnc1Sc1nc([N+](=O)[O-])nn1C	3	-3	-7	-11	2	-2.3	2.0	7	8.2	2.1
O=c1oc2ccc(C#CC3(O)CCCCC3)cc2cc1-n1cc(C2(O)CCCCC2)nn1	-2	0	-41	-1	-1	-0.3	-0.2	41	0.8	2.0
Cc1ccc(-c2nnc(SCC(=O)N3CCN(c4ccccc4)CC3)o2)cc1	0	1	-1	-4	-2	-0.5	-0.9	1	-1.3	0.6
CC1=C(C(=O)OCc2ccccc2)C(c2ccc([N+](=O)[O-])cc2)NC(=O)N1 (centres undefined)	-2	-2	-25	nt	-6	-0.7	0.2	25	0.3	2.5
CCOC(=O)c1c(NC(=S)NC(=O)c2ccc(Cn3cc(Cl)cn3)o2)sc2c1CCC(C)C2 (centres undefined)	-2	1	-22	-10	-1	-2.8	0.5	22	-3.0	-0.8
CC(C)[C@H](NC(=O)c1ccccc1)C(=O)OCC(=O)NCCC1=CCCCC1	-3	7	-1	7	-1	-1.1	-0.2	1	2.5	1.7
COc1ccc(CCNC(=O)CCCn2c(SCC#N)nc3ccccc3c2=O)cc1OC	nt	3	-5	nt	-3	-1.7	-0.6	5	2.1	2.5
Cc1ccc(Cc2cnc(NC(=O)/C(C#N)=C/c3ccc(-c4ccccc4[N+](=O)[O-])o3)s2)cc1	nt	2	-17	0	-3	-1.6	-1.9	17	-1.0	2.2
O=C(NCCc1ccccc1)c1cnc(Cl)c(Cl)c1	7	-3	6	40	-1	-1.0	1.8	-6	0.6	-0.2
CCc1ccc(NC(=O)c2cnc(N3CCN(c4ccccn4)CC3)c3ccccc23)cc1	-2	3	-47	-40	-3	-0.6	2.7	47	4.7	3.9
CCCCSCCCNC(=O)CCCN1C(=O)c2ccccc2Sc2ncccc21	-1	0	2	-6	-5	-1.5	-1.4	-2	-1.3	0.9
CC(C)(C)c1ccc(C(=O)NCCn2c(N)c(C#N)c3nc4ccccc4nc32)cc1	-8	3	-2	-3	-4	-0.6	0.6	2	0.1	6.5
CN1CCN(c2ccc(CNS(=O)(=O)c3ccc(Cl)cc3)cc2)CC1	-4	0	-3	10	-2	-0.7	1.4	3	1.6	3.9
CCOC(=O)C1=C(C)N(C[C@@H]2CC[C@@H](Cc3ccc(-c4ccccc4)cc3)O2)C(=O)NC1c1cccc2ccccc12 (some centres undefined)	-3	-10	-11	-7	4	0.1	0.5	11	2.0	2.5
COc1ccc(CN2CCN(CC=C(C)C)C(CCO)C2)cc1Cn1cccn1 (centres undefined)	-6	1	18	2	-2	-1.0	0.0	-18	-0.3	8.2
CCOP(=O)(OCC)C(Nc1cccc(C(F)(F)F)c1)c1ccc(F)cc1 (centres undefined)	-2	18	-11	-15	-3	-0.2	-2.6	11	-2.2	2.8
CNC(=O)C1CCC(=O)N1Cc1ccc(C)cc1 (centres undefined)	nt	-5	4	3	-3	0.1	1.9	-4	-0.6	2.0
O=C(NCc1cccnc1)C(=O)Nc1ccc2c(c1)OCO2	-3	-8	11	18	5	-1.9	0.2	-11	2.1	3.8
CC(=O)c1cccc(NC(=O)C(C)OC(=O)c2ccc(-n3cnnn3)cc2)c1 (centres undefined)	-1	-5	-39	-8	-6	-3.3	nt	39	nt	1.0
Cc1ccc(OCC(=O)NNC(=O)CCc2ccccc2)cc1	0	-4	12	0	0	-0.2	-0.3	-12	1.1	1.8
Cn1c(SCC(=O)NCc2ccco2)nnc1-c1ccc(S(=O)(=O)N2CCOCC2)cc1	nt	-5	28	-4	-5	-0.8	0.8	-28	1.5	2.8
Cc1cccc(S(=O)(=O)NC(Cc2c[nH]c3ccccc23)C(=O)O)c1 (centres undefined)	-4	0	21	-5	-1	0.1	2.1	-21	3.2	1.2
O=C(CCN=C1NS(=O)(=O)c2ccccc21)OCC(=O)c1ccccc1Cl	1	0	30	22	-1	-1.5	0.3	-30	4.2	1.7
Cn1c(SCc2ccccc2)nnc1-c1c[nH]c2ccccc12	23	-5	-16	nt	0	-0.7	1.5	16	0.2	5.9
CC1=C(C(=O)OCc2ccccc2)C(c2ccoc2)C(C#N)=C(N)O1 (centres undefined)	-2	-4	6	nt	-3	-2.2	-2.1	-6	1.8	-1.0
CCc1ccc(N(CC(=O)NCc2ccc(OC)cc2)C(=O)CCC(=O)Nc2ccccn2)cc1	-2	2	-5	2	-1	-0.8	-1.3	5	1.8	-0.9
O=C(c1ccc(N2CCOCC2)c([N+](=O)[O-])c1)N1CCN(c2ccccc2F)CC1	-6	-4	5	8	-3	0.4	0.9	-5	-1.0	4.4
CSCC[C@H](NC(=O)C1=NN(c2c(F)c(F)cc(F)c2F)C(=O)CC1)c1nc2ccccc2[nH]1	2	4	18	5	1	-0.5	2.7	-18	5.7	1.4
Cc1ccc(NC(=O)/C(=C\c2cccs2)NC(=O)c2ccccc2)cc1	-5	-4	-20	-5	-3	-0.3	-0.3	20	4.1	3.5

Brought forward from above: four compounds; new compounds follow.
SMILES	Wnt act	Tat export inh	SR-BI DiI-HDL act	MITF TRPM1 HTS	CAL PDZ FP-1	CAL PDZ FP-2	E coli growth	SR-BI DiI inh	AddAB inh	phage Ecoli inh
CCc1ccc(N(CC(=O)NCc2ccc(OC)cc2)C(=O)CCC(=O)Nc2ccccn2)cc1	-2	2	-5	2	-1	-0.8	-1.3	5	1.8	-0.9
O=C(c1ccc(N2CCOCC2)c([N+](=O)[O-])c1)N1CCN(c2ccccc2F)CC1	-6	-4	5	8	-3	0.4	0.9	-5	-1.0	4.4
CSCC[C@H](NC(=O)C1=NN(c2c(F)c(F)cc(F)c2F)C(=O)CC1)c1nc2ccccc2[nH]1	2	4	18	5	1	-0.5	2.7	-18	5.7	1.4
Cc1ccc(NC(=O)/C(=C\c2cccs2)NC(=O)c2ccccc2)cc1	-5	-4	-20	-5	-3	-0.3	-0.3	20	4.1	3.5
O=C1c2ccc([N+](=O)[O-])cc2C(=O)N1c1c[nH]c(=O)[nH]c1=O	-2	-4	7	-14	4	-0.1	1.9	-7	3.6	3.8
O=C1c2ccccc2CC1Sc1nnc(-c2ccccn2)o1 (centres undefined)	nt	2	0	10	-1	-1.3	nt	0	nt	2.8
COCCNC(=O)C1CCN(S(=O)(=O)N2CCC3(CC2)OCCO3)CC1	nt	-4	16	7	-1	-2.1	-1.2	-16	-1.8	-0.7
CCn1c2ccccc2c2nnc(SCC(=O)c3c(N)n(C)c(=O)n(C)c3=O)nc21	-1	-2	28	10	nt	-0.4	-2.0	-28	3.2	3.4
CCc1cc2cc(C)ccc2nc1SCC(=O)N1CC(=O)Nc2ccccc21	-5	12	-24	39	-3	-1.4	-1.4	24	2.5	-0.3
CN(C)S(=O)(=O)c1ccc(NC(=O)COC(=O)c2ccccn2)cc1	nt	-9	10	8	-2	nt	0.4	-10	1.0	0.6
CC1CCCCN1CC(O)COc1ccc(OCC(O)CN2CCCCC2C)cc1 (centres undefined)	0	12	16	nt	0	-0.2	1.2	-16	2.2	2.8
Clc1cccc(Cl)c1-c1nnc2ccc(N3CCOCC3)nn12	nt	7	-3	-5	-2	-2.9	-0.9	3	0.0	1.2
COc1ccc(-c2c([C@H]3[C@@H]4C=CCC[C@@]4(C)C(=O)N3Cc3ccccc3)ccc3ccccc23)cc1OC	-2	8	27	-9	-1	-0.9	0.9	-27	-2.1	1.8
NC(=O)c1ccc(NC(=O)COC(=O)CC(NC(=O)c2ccccc2Cl)c2ccccc2)cc1 (centres undefined)	nt	-5	-1	6	-4	-3.5	-4.9	1	-3.7	2.5
Cc1cccc(NS(=O)(=O)c2ccc3c(c2)NC(=O)CO3)c1C	-1	-3	-3	-2	1	-0.9	-0.8	3	2.5	2.2
O=C(Cc1ccc(Cl)cc1)NCc1nc(-c2ccccc2)no1	nt	-3	-5	14	5	0.1	-0.8	5	-2.6	nt
COc1ccc(Nc2nc(Nc3ccc(OC)cc3)nc(-n3[nH]c(=O)c(C)c3C)n2)cc1	nt	3	-19	nt	2	-1.3	0.0	19	-1.0	1.6
Fc1ccccc1N1CCN(c2nnnn2-c2ccccc2)CC1	-3	4	-13	1	-2	-2.3	2.0	13	-0.8	-0.5
O=C(CSc1ncnc2ccccc12)Nc1ccc2c(c1)OCO2	2	-6	7	26	nt	-1.2	0.7	-7	4.1	1.6
Cn1c2c(sc1=O)CCC2	5	-1	nt	-2	-4	-0.2	nt	nt	nt	2.5
COc1ccc(Cl)cc1/C=C(\C#N)C(N)=O	-1	-4	12	-1	nt	-0.6	-0.4	-12	0.3	2.6
COC(=O)CSc1nnc(CNC(=O)c2ccc(S(=O)(=O)N(C)C)cc2)n1C	-2	-1	16	-19	1	-1.7	-0.3	-16	2.6	3.6
Cc1nc(Nc2cccc(O)c2)c2oc3ccccc3c2n1	7	-6	-8	14	-3	-2.9	nt	8	nt	1.4
O=C(Nc1ccncc1)Nc1cccc(Cl)c1	1	-10	-2	23	-1	-7.1	1.5	2	1.8	7.3

Bioassay records: PubChem, several laboratories
